Giardia killer – Small Molecules that selectively kill Giardia lamblia: qHTS; Giardia lamblia trophozoite viability; activity change, % at 7.66 µM, hits read low; hit rate 0.15% among 340,000; AID 540267, 2011; in the data active = activity change below about -80%; inconclusive = between about -30% and that limit;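 note: parasites exposed to compound for two days anaerobically before the ATP read; % is set by controls: 0 for no effect and ±100 for the full control effect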
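Killing of trophozoites was scored by loss of ATP luminescence after a 48 hrs anaerobic exposure to compounds at 37 deg C, using 100 cells per well.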
ELG1 genotox – qHTS screen for small molecules that induce genotoxicity in human embryonic kidney (HEK293T) cells expressing luciferase-tagged ELG1; HEK293T ELG1-luciferase reporter, luminescence, 16 h; Potency, µM (series often up to 46 µM), for inactives: at the top dose activity change, positive = activation, actives largely listed as activators; hit rate 1.3% among 330,000; AID 504466, 2011; note: potency is the fitted concentration of half-maximal effect; % of control where 0% means no effect; nearly all actives have a fitted effect of over 60% in size
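HEK293T cells expressing luciferase-tagged ELG1 were treated with compound or DMSO for 16 hr at 37°C. Luciferase activity was then read after 30 min with ONE-Glo at room temperature; rising signal flags genetic stress.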
p53 reactivator – qHTS assay for re-activators of p53 using a Luc reporter; H1299 p53-A138V BP100-luciferase reporter, luminescence, 24 h; AID 504706, 2011; Potency, µM (doses to about 92.2 µM), for the others: top-dose activity change, positive = activation, most hits filed as activators; hit rate 0.063% among 320,000; note: potency is the fitted concentration of half-maximal effect; % of control where 0% means no effect; nearly all actives have a fitted effect of over 45% in size
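H1299 (p53-null), stable ts p53-A138V + BP100-Luc; 1000 cells/well, Opti-MEM/10% FBS; cpd 4 pt, 1:5; 24 h, 37 deg C, 5% CO2; detection reagent 10 min RT; luminescence.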
PKM2 activator – qHTS Assay for Activators of Human Muscle isoform 2 Pyruvate Kinase | Potency, µM (highest dose often 57.5 µM), inactives show at the highest dose activation, actives largely listed as activators | Pyruvate kinase PKM (Homo sapiens), P14618 | hit rate 0.34% among 260,000 | AID 1631, 2009 | purified PKM2, Kinase-Glo ATP luminescence, activation; response scale: 0% is enzyme alone, no compound; note: potency is the fitted concentration of half-maximal effect; % is set by controls: 0 for no effect and ±100 for the full control effect; nearly all actives have a fitted effect of over 55% in size
Target sequence (P14618 whole entry, looked up, canonical isoform): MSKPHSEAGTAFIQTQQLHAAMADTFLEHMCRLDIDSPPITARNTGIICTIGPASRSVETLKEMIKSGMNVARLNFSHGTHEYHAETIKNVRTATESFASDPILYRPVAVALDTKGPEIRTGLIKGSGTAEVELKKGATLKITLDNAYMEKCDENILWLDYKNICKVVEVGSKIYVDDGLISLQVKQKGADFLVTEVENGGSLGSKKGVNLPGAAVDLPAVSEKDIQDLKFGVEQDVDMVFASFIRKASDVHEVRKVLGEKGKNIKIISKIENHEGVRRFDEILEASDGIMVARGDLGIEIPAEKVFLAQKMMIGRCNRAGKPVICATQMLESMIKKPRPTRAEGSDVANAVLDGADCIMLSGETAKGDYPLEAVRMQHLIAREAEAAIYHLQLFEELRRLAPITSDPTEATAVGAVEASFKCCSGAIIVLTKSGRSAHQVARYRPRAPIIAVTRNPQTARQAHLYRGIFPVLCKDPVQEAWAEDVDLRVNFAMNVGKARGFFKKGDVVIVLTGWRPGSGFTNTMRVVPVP
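Purified hPK-M2 (>95% pure) converted ADP (0.1 mM final) to ATP with 0.5 mM PEP in 50 mM imidazole pH7.2, KCl, MgCl2, Tween 20, BSA; 1 h at room temperature. ATP detected by Kinase-Glo luminescence.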
RORg inh – qHTS for inhibitors of ROR gamma transcriptional activity. Nuclear receptor ROR-gamma (Mus musculus), P51450. Drosophila S2 Gal4-RORgamma UAS-luciferase reporter, 20 h. AID 2551, 2010. hit rate 5.4% among 310,000. Potency, µM (titrated, usually from 53.6 µM), inactives show at the highest dose activity change, negative = inhibition, hits mostly inhibitors; note: potency is the fitted concentration of half-maximal effect; % is set by controls: 0 for no effect and ±100 for the full control effect; nearly all actives have a fitted effect of over 60% in size
Target sequence (P51450 whole entry, looked up, the tested form may be a part): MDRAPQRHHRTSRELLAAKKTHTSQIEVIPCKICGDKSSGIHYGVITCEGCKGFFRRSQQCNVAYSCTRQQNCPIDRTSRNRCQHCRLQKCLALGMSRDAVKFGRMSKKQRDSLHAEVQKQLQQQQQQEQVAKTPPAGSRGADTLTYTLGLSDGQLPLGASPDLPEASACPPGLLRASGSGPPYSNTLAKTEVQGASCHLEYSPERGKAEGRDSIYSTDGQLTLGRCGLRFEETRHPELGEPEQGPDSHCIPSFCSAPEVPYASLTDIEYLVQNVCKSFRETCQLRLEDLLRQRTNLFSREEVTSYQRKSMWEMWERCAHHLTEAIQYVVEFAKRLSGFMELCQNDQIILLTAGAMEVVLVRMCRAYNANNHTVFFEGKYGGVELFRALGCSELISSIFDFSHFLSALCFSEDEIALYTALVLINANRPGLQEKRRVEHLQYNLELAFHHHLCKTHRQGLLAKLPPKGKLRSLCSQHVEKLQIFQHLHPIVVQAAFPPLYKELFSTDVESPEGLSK
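ROR gamma transcriptional activity was tracked as Gal4-UAS luciferase output in stably transfected Drosophila Schneider cells, with compound added 1 hr before 700 uM copper sulfate induction and a 20 hr ambient-temperature incubation.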
Rab9 prom act – qHTS Assay for Rab9 Promoter Activators. Huh7 Rab9 promoter-luciferase reporter, luminescence, 24 h. Potency, µM (titrated, usually from 9.22 µM), for inactives: at the top dose activation, negative = inhibition, usual class: activators. hit rate 2.8% among 320,000. AID 485297, 2010; note: potency is the fitted concentration of half-maximal effect; % of control where 0% means no effect; nearly all actives have a fitted effect of over 60% in size
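Huh7 cells stably carrying a Rab9 promoter-luciferase reporter, 1500 cells per well in OP-MEM I with 10% FBS, treated with compound 24 hours at 37C. Luciferase activity read by luminescence after 10 minutes with Amplite reagent.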
BRCA1 expr up – qHTS Assay to Identify Small Molecule Activators of BRCA1 Expression; AID 624202, 2012; hit rate 1.1% among 380,000; MCF7-BRCA1-FFLuc reporter, luminescence, 48 h; response scale: scaled: vehicle 0%, 10 µM genistein 100%; Potency, µM (series often up to 46.1 µM), for inactives: at the highest dose activation, hits mostly activators; note: potency is the fitted concentration of half-maximal effect; nearly all actives have a fitted effect of over 80% in size; some results filed as inactive show a strong effect at the top dose
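Reporter cells (MCF7, BRCA1 promoter-firefly luciferase) received library compounds across a concentration series for 48 h. End-point luminescence was measured and concentration-effect curves derived after normalization.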
FLuc modulator – qHTS profiling assay for firefly luciferase inhibitor/activator using purifed enzyme and Km concentrations of substrates (counterscreen for miR-21 project). Luciferin 4-monooxygenase (Photinus pyralis), P08659. purified FLuc, Km substrates, luminescence inhibition. Potency, µM (series often up to 57.5 µM), for inactives: top-dose activity change, negative = inhibition, usual class: inhibitors. hit rate 6.9% among 360,000;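 note: potency is the fitted concentration of half-maximal effect; plate controls were vehicle for no effect and reference inhibitor for full effect; nearly all actives have a fitted effect of over 55% in size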
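Biochemical qHTS of compounds, final roughly 60 µM downward over six points, against 10 nM purified firefly luciferase using Km concentrations of substrates (10 uM D-luciferin, 10 uM ATP) in Tris acetate pH 7.5 buffer; luminescence output.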
NPC1 promoter act – qHTS Assay for NPC1 Promoter Activators; Huh7 NPC1 promoter luciferase reporter, 24 h; Potency, µM (titrated, usually from 9.22 µM), for the others: at the highest dose activation, hits mostly activators; hit rate 2.4% among 320,000;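 note: potency is the fitted concentration of half-maximal effect; % of control where 0% means no effect; nearly all actives have a fitted effect of over 60% in size; reporter is driven by a mutant NPC1 promoter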
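Luminescence read-out of NPC1 promoter-driven luciferase in stably transfected Huh7 cells; compounds delivered in DMSO and left 24 h at 37C, 5% CO2, qHTS titration format.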
VP16 counter – VP16 counterscreen qHTS for inhibitors of ROR gamma transcriptional activity. AID 2546, 2010. Drosophila S2 Gal4-VP16 UAS-luciferase, luminescence, 20 h. Potency, µM (top dose mostly 53.6 µM), for inactives: at the highest dose activity, negative = inhibition, usual class: inhibitors. hit rate 3.5% among 310,000;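 note: Gal4-VP16 expression switched on by copper sulfate through the metallothionein promoter; potency is the fitted concentration of half-maximal effect; % is set by controls: 0 for no effect and ±100 for the full control effect; nearly all actives have a fitted effect of over 50% in size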
Menin MLL FP TR – qHTS Assay for Inhibitors Targeting the Menin-MLL Interaction in MLL Related Leukemias: Competition With Texas Red Labeled MLL-derived Mutant Peptide; Menin + Texas Red MLL mutant peptide, fluorescence polarization; O00255; hit rate 0.23% among 270,000; Potency, µM (doses to about 61.6 µM), for the others: at the highest dose FP activity change, negative = inhibition, hits mostly inhibitors; active = well fitted inhibition curve with a large enough effect in the polarisation, with a control signal flat, not every such curve was filed as active; inconclusive = small, poorly fitted or top-dose-only effect, or effect the other way, or a change in a side signal; inactive = no such curve, though single readings can be large or run the other way; the % refers to the polarisation; note: potency is the fitted concentration of half-maximal effect; % of control where 0% means no effect; many of its hits are not listed in these tables
Active calls of the source: *; ? = inconclusive; nt = no result given; [ ] = another dose, or the depositor's remark. Unless noted, calls come from the whole dose curve; as a rule, active = well fitted curve in the direction sought with a large enough effect; inconclusive = small, poorly fitted or top-dose-only effect, or another doubt; inactive = no such curve, though single readings can be large; an effect the other way counts as inactive or inconclusive.

SMILES	Giardia killer	ELG1 genotox	p53 reactivator	PKM2 activator	RORg inh	Rab9 prom act	BRCA1 expr up	FLuc modulator	NPC1 promoter act	VP16 counter	Menin MLL FP TR
COc1cccc(CN(C)C(=O)c2cccc(OCc3ccccc3)c2)c1	-18	-11%	7%	3%	19%	1%	-16%	-1%	1%	-16%	-19%
N=C1C(=O)OCC1c1cc(Cl)ccc1NC(=O)Nc1ccccc1 (configuration not stated)	-3	-2%	14%	3%	-19%	-5%	-2%[1.84 µM]	1%	-3%	-21%	46%[activator]
c1ccc(COCCN2CCN(CCOCc3ccccc3)CC2)cc1	-10	5%	6%	-2%	0%	4%	0%	3%	0%	9%	-7%
COc1cccc(NC(=O)N2CCC(C(N)=O)(N3CCCCC3)CC2)c1	-16	3%	-2%	-6%	8%	-1%	-3%	1%	1%	-6%	-12%
COc1ccc(NS(=O)(=O)c2cc(NC(=O)/C=C/c3cc(OC)c(OC)c(OC)c3)ccc2N2CCCCC2)cc1	-6	2%	3%	-2%	25%	-4%	-26%	-2%	-2%	-12%	-11%
CC1CCCCC1NC(=O)CSc1nnc(-c2ccncc2)n1CCCN(C)C (configuration not stated)	-12	2%	-7%	nt	-16%	9%	2%	1%	-1%	1%	-8%
Cc1ccc(C(=O)c2ccccc2C(=O)O)cc1C	-3	0%	0%	9%	5%	-3%	1%	-9%	-3%	-7%	7%
Cc1ccc(CCNC(=O)CSCc2ccc(F)cc2)cc1	-7	-1%	6%	nt	3%	-5%	-9%	3%	1%	3%	-19%
COc1cc(NC(=O)c2ccco2)c(OC)cc1NC(=O)CSc1nnc(-c2cccs2)n1C	1	-2%	-5%	4%	4%	-5%	-11%	3%	8%	1%	-5%
CCCCn1c(N)c(N(CC(C)C)C(=O)c2oc3ccc(Br)cc3c2C)c(=O)[nH]c1=O	8	1%	2%	nt	nt	-1%	-19%	2%	-3%	nt	nt
O=C(NCCOc1ccccc1)C1CCC(=O)N(CCCN2CCCC2=O)C1 (configuration not stated)	3	4%	5%	0%	-6%	-3%	-1%	3%	0%	10%	nt
CCNc1ccc(C(=O)OCC(=O)NC(=O)NCC(C)C)cc1[N+](=O)[O-]	-11	5%	-1%	-5%	4%	-6%[1.84 µM]	4%	2%	-1%	-1%[10 µM]	-5%
CCNc1nc(NCc2ccccc2)nc(SCC(=O)Nc2ccccc2)n1	-2	-2%	-9%	18%	?	-10%	-48%	6%	0%	4%	1%
COCc1nc(-c2cc(Br)ccc2OC)no1	7	nt	nt	-6%	36%	nt	-16%	0%	nt	-15%	-7%
CCOc1ccccc1OCCCC(=O)Nc1ccc(OC)nc1	3	1%	3%	-3%	6%	-3%	24%	1%	5%	-1%	-2%
C/C(=C\c1ccccc1)C1Nc2cccc3cccc(c23)N1	nt	5%	6%	nt	nt	17%	nt	?	29%	nt	nt
O=C(CSc1nnc(-c2ccncc2)n1CC1CCCO1)Nc1nccs1 (configuration not stated)	12	1%	-8%	-11%	-17%	-1%	-21%	0%	-1%	-8%	12%
OCC[C@H]1C[C@@H](O)[C@H](O)[C@@]2(CCc3ccccc3O2)O1	14	1%	-3%	nt	nt	-3%	17%	3%	-1%	nt	nt
CCc1cccc(CC)c1NC(=S)NC(C)c1ccccc1 (configuration not stated)	-25	-5%	0%	1%	4µM*	-1%	?	-2%	-1%	?	-7%
CCC1CCCCN1CCCNC(=O)CN1C(=O)COc2ccccc21 (configuration not stated)	7	1%	13%	0%	-19%	-1%	0%	-1%	-3%	0%	11%
CC1CC(C)CN(CCCNC(=O)c2csc3c2CCCCC3)C1 (configuration not stated)	-1	1%[9.26 µM]	-10%	nt	-3%	2%	-29%	1%	3%	-3%	-13%
CC(CN1CCCC1)OC(=O)c1ccc(Br)cc1 (configuration not stated)	?	-2%	-3%	nt	-10%	-8%	-2%	2%	2%	-5%	-20%
COc1ccc(C2=C(SC)CC2=NC(C)(C)C)cc1	5	0%	10%	0%	21%	0%	16%	-12%	0%	?	-4%
CC1CN(C(=O)c2ccc(N3CCCCC3)c([N+](=O)[O-])c2)CC(C)O1 (configuration not stated)	10	-2%	-2%	3%	-6%	-1%	2%	-1%	-4%	-1%	-9%
COc1ccc2nc(N=Nc3ccc(N(C)C)cc3)sc2c1	-82*	?	2%	-21%	14µM*	0.71µM*	18%	0.067µM*	0.32µM*	1.4µM*	?
CCN(CC)C(=O)c1sc(NC(=O)C(C)C)c(C#N)c1C	-19	2%	-1%	1%	9%	-11%	0%	-1%	-1%	-8%	10%
CC(C)c1ccc2[nH]c3c(c2c1)CCC/C3=N\NC(=O)c1ccncc1	-3	-16%	-6%	-1%	0.89µM*	-8%	-88%	-2%	-6%	5µM*	nt
Cc1ccc(-n2nnnc2SC(C)C(=O)NCC(=O)Nc2ccc(F)c(F)c2F)c(C)c1 (configuration not stated)	-1	-6%	-1%	-13%	129%	-3%	-45%	1%	0%	-11%	-4%
Cc1ccc(NC(=O)C(C)N2CCc3ccccc3C2)cc1 (configuration not stated)	-4	-2%	-3%	nt	26%	3%	1%	-1%	-2%	-1%	nt
CCOc1ccc(C2=Nn3c(nnc3-c3ccccc3OC)SC2)cc1	4	-5%	-3%	12%	15%	-31%[inhibitor]	?	2%	-19%	-9%	?
O=C(N/N=C/c1ccc(Cl)cc1Cl)C(=O)NC1CC1	-9	17%	8%	0%	9%	1%	1%	-2%	-3%	-10%	7%
CC1(C)C(=O)OC(C(=O)c2ccc(C(C)(C)C)cc2)C(C)(C)C1=O (configuration not stated)	25	1%	-1%	5%	33%	-3%	2%	?	0%	5%	-2%
Cc1cccc2cc(-c3ccccc3)c(-c3ccccc3)c[n+]12	6	-5%	-20%	-5%	?	-30%	-67%	-7%	-23%	?	-21%
O=C(COC(=O)CNC(=O)c1ccc(Cl)cc1Cl)Nc1ccc(N2CCOCC2)cc1	-16	3%	-1%	2%	27%	-18%	15%	?	0%	-3%	1%
C=C(C)CSC1=C(C#N)C(c2ccccc2Cl)CC(=O)N1 (configuration not stated)	-20	1%	-6%	0%	13%	23%	-11%	4%	3%	-4%	-9%
COCCCNCCCCOc1ccc(Br)cc1Cl	5	0%	-7%	-1%	-16%	2%	-67%	2%	-2%	-9%	-1%
NC(N)=NS(=O)(=O)c1ccc(N/C=C/C(=O)c2ccc(Cl)c(Cl)c2)cc1	-17	-3%	-5%	nt	30%	8%	31%	-4%	8%	16%	16%
COc1cc(CC(CC(=O)O)CC(C)OCc2ccccc2)cc(OC)c1 (configuration not stated)	-14	0%	-6%	-6%	25%	-5%	8%	6%	-1%	-3%	-1%
O=C(/C(N=Nc1cccc([N+](=O)[O-])c1)=C(/O)c1ccc(Br)cc1)C(F)(F)F	nt	-5%	14%	-3%	7.9µM*	-42%[inhibitor]	nt	3%	-39%[inhibitor]	4.5µM*	nt
CCC(C)C(=O)Nc1nnc(SCC(=O)Nc2ccc(F)cc2)s1 (configuration not stated)	?	0%	2%	-3%	11%	-4%	15%	4%	-8%	-7%	4%
CCC1CCCCN1Cc1ccc(CNC(=O)CCc2nnc3ccc(N4CCCCC4)nn23)o1 (configuration not stated)	3	2%	5%	nt	-3%	-3%	29%	1%	-2%	-6%	-8%
Cc1cc(C)n(-c2ccc(C(=O)OCc3nnc(-c4ccccc4)o3)cc2)n1	0	13%	4%	0%	32%	-1%	8%	-3%	-3%	7%	3%
Cc1nc(CNS(=O)(=O)c2ccc(F)cc2)cs1	0	0%	5%	nt	-1%	-2%	-16%	-2%	1%	2%	7%
C=CCN(Cc1nc(-c2ccccc2)no1)C(=O)c1ccco1	-10	4%	4%	1%	?	0%	0%	1%	-2%	4%	?

Entries of single compounds as entered above. Order of screens: Giardia killer, ELG1 genotox, p53 reactivator, PKM2 activator, RORg inh, Rab9 prom act, BRCA1 expr up, FLuc modulator, NPC1 promoter act, VP16 counter, Menin MLL FP TR
C=CCN(Cc1nc(-c2ccccc2)no1)C(=O)c1ccco1 in the list: -10, 4%, 4%, 1%, ?, 0%, 0%, 1%, -2%, 4%, ?
O=C(N/N=C/c1ccc(Cl)cc1Cl)C(=O)NC1CC1 in the list: -9, 17%, 8%, 0%, 9%, 1%, 1%, -2%, -3%, -10%, 7%

Bioassay records as filed in PubChem.

An excerpt. The share of hits here may be higher or lower than overall.
